TDP1 cell CPT – qHTS for Inhibitors of human tyrosyl-DNA phosphodiesterase 1 (TDP1): qHTS in cells in presence of CPT | Potency, µM (doses to about 46.2 µM), for inactives: top-dose activity change, negative = growth inhibition, most hits filed as inhibitors | actives 12% (n = 420,000) | chicken DT40 Tdp1-/-;hTDP1 cells + 20 nM CPT, ATP luminescence, 48 h | AID 686979, 2013; also: nearly all actives have a fitted effect of over 55% in size
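Cell growth measured by CellTiter-Glo luminescence after a minimum 48 h, 37 C compound exposure with 20 nM CPT in Tdp1-knockout DT40 cells stably expressing hTDP1, seeded 400/well; qHTS titration format.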
TDP1 cell noCPT – qHTS for Inhibitors of human tyrosyl-DNA phosphodiesterase 1 (TDP1): qHTS in cells in absence of CPT | Potency, µM (series often up to 46.2 µM), without a hit: at the highest dose activity change, negative = growth inhibition, hits mostly inhibitors | actives 15% (n = 420,000) | DT40 Tdp1-/- hTDP1 cells, no CPT, ATP luminescence, 48 h; also: nearly all actives have a fitted effect of over 55% in size
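Readout: luminescence from CellTiter-Glo after 30 min in the dark at RT. Cells: DT40 Tdp1-/- with stable hTDP1, 400/well. Exposure: compounds alone, ≥48 hr, 37 °C.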
TDP1 block – qHTS Assay for Inhibitors of Tyrosyl-DNA Phosphodiesterase (TDP1); AID 485290, 2010; Tyrosyl-DNA phosphodiesterase 1 (Homo sapiens), Q9NUW8; Potency, µM (series often up to 130 µM), without a hit: at the top dose activity change, negative = inhibition, hits mostly inhibitors; recombinant TDP1, AlphaScreen DNA substrate cleavage; actives 0.28% (n = 350,000); also: nearly all actives have a fitted effect of over 40% in size
Target sequence (Q9NUW8 whole entry, looked up): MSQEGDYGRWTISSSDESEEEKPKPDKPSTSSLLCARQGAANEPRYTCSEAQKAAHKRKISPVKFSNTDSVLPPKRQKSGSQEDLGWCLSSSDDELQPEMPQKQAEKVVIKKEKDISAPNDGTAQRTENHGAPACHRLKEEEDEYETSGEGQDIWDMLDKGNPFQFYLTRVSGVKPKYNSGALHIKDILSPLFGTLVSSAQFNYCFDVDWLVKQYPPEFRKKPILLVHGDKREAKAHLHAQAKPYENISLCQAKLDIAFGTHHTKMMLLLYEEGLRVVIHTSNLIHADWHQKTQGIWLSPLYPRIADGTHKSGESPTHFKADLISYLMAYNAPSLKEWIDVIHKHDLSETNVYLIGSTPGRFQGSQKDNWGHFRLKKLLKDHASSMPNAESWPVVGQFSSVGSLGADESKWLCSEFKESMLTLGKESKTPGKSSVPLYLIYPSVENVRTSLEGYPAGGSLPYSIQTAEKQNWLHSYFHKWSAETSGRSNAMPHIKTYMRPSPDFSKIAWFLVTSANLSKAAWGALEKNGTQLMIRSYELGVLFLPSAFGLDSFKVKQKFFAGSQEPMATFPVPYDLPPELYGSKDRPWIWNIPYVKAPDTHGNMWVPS
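Compounds were preincubated with Tdp1 (1 nM final) for 15 min at room temperature before substrate (15 nM final) started a 5 min reaction; beads (10 ug/ml final) were then added for 10 min before AlphaScreen detection.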
* = called active by the depositor; [ ] = another dose, or the depositor's remark. Calls follow the shape of the dose curve; as a rule, active = well fitted curve in the direction sought with a large enough effect; inconclusive = small, poorly fitted or top-dose-only effect, or another doubt; inactive = no such curve, though single readings can be large; an effect the other way counts as inactive or inconclusive. % is scaled to controls: 0 for no effect and ±100 for the full control effect; potency is read from the fitted curve at half-maximal effect.

How did Cc1ccc(-c2nc3c(Cl)cc(Cl)cc3c(=O)n2O)cc1 do in these assays?
TDP1 cell CPT: inconclusive; TDP1 cell noCPT: 18.4µM*

Results for CCCNC(=O)c1ccc(-c2nc(CS(=O)(=O)c3ccc(C)cc3)c(C)o2)cc1 ?
TDP1 cell CPT: inconclusive; TDP1 cell noCPT: inconclusive; TDP1 block: 0.0%

Results for CCc1cccc(C)c1NC(=O)CC(C)(C)CC(=O)O ?
TDP1 cell CPT: 12.3%; TDP1 cell noCPT: inconclusive; TDP1 block: 0.0%

Results for O=C(NCCCn1ccnc1)c1cc(-c2ccc(Br)cc2)on1 ?
TDP1 cell CPT: inconclusive; TDP1 cell noCPT: inconclusive; TDP1 block: 5.3%

Results for CC1CCN(c2oc(-c3ccc(COc4ccc(Cl)cc4)o3)nc2C#N)CC1 ?
TDP1 cell CPT: inconclusive; TDP1 cell noCPT: inconclusive; TDP1 block: 3.6%

Results for CC(C)Cc1[nH]c(=O)c(C#N)c2c1CCCC2 ?
TDP1 cell CPT: -3.3%; TDP1 cell noCPT: -14.0%; TDP1 block: 4.4%

Results for Cc1cccc(N(CC(=O)NCc2ccc(F)cc2)C(=O)c2ccco2)c1 ?
TDP1 cell CPT: -0.6%; TDP1 cell noCPT: -15.6%; TDP1 block: -0.1%

What do the screens show for `Cc1ccc2ccccc2c1C(O)c1ncc(-c2cccc(F)c2)[nH]1` (stereo not given)?
TDP1 cell CPT: inconclusive; TDP1 cell noCPT: inconclusive

How did O=C(NC(CO)Cc1ccccc1)c1ccccc1 (stereo not given) do in these assays?
TDP1 cell CPT: 29.7%; TDP1 cell noCPT: -13.1%; TDP1 block: 1.3%

What do the screens show for `COC(=O)c1c(N)n(-c2ccc(NC(C)=O)cc2)c2nc3ccccc3nc12`?
TDP1 cell CPT: 23.1µM*; TDP1 cell noCPT: 20.6µM*; TDP1 block: 2.4%

How did CCCOC(=O)Nc1ccc(C(N)=O)cc1 do in these assays?
TDP1 cell CPT: 11.8%; TDP1 cell noCPT: 7.3%; TDP1 block: 4.1%

What do the screens show for `O=S1(=O)C=C[C@@H](COCc2ccccc2)N1Cc1ccc(Br)cc1`?
TDP1 cell CPT: inconclusive; TDP1 cell noCPT: inconclusive

What do the screens show for `COc1c(C(=O)NCCSC(C)(C)C)ccc2ccccc12`?
TDP1 cell CPT: 0.4%; TDP1 cell noCPT: inconclusive; TDP1 block: 0.0%

What do the screens show for `Cc1ccc(C(=O)/C=C/c2ccc3c(c2)OCCO3)c(O)c1`?
TDP1 cell CPT: inconclusive; TDP1 cell noCPT: inconclusive; TDP1 block: 7.1%

How did Cc1cc(C)n(CCN(C)C(=O)CCc2nnc(CCC3CCCCC3)o2)n1 do in these assays?
TDP1 cell CPT: inconclusive; TDP1 cell noCPT: inconclusive; TDP1 block: -2.6%

Grouped by structure, the compounds so far containing sulfur.
Results for CCCNC(=O)c1ccc(-c2nc(CS(=O)(=O)c3ccc(C)cc3)c(C)o2)cc1 ?
TDP1 cell CPT: inconclusive; TDP1 cell noCPT: inconclusive; TDP1 block: 0.0%

What do the screens show for `O=S1(=O)C=C[C@@H](COCc2ccccc2)N1Cc1ccc(Br)cc1`?
TDP1 cell CPT: inconclusive; TDP1 cell noCPT: inconclusive

What do the screens show for `COc1c(C(=O)NCCSC(C)(C)C)ccc2ccccc12`?
TDP1 cell CPT: 0.4%; TDP1 cell noCPT: inconclusive; TDP1 block: 0.0%

Following part
What do the screens show for `CCCCc1n[nH]c(=S)n1Cc1ccc(C)cc1`?
TDP1 cell CPT: 8.1%; TDP1 cell noCPT: -8.5%; TDP1 block: 4.8%

How did COc1cccc(NC(=O)c2ccc(NC(=O)C(C)C)cc2)c1 do in these assays?
TDP1 cell CPT: -19.3%; TDP1 cell noCPT: inconclusive

What do the screens show for `CN(CCOc1ccc(Cl)cc1)C(=O)C1CCN(C(=O)c2ccc(Cl)cc2)CC1`?
TDP1 cell CPT: inconclusive; TDP1 cell noCPT: inconclusive; TDP1 block: 1.1%

Results for COc1cc2c(NC3CCN(C)CC3)nc(N3CCCN(C)CC3)nc2cc1OCC1CCCNC1 (stereo not given) ?
TDP1 cell CPT: -15.8%; TDP1 cell noCPT: -0.1%

How did c1ccc2oc(SCc3cn4ccsc4n3)nc2c1 do in these assays?
TDP1 cell CPT: inconclusive; TDP1 cell noCPT: inconclusive; TDP1 block: 5.1%

Results for Cc1ccccc1C(=O)NCc1nnc(SCC(=O)N2CCN(c3ccccc3)CC2)n1C ?
TDP1 cell CPT: inconclusive; TDP1 cell noCPT: 1.2%; TDP1 block: 0.0%

How did O=C(NCc1ccc2c(c1)OCO2)C1CCN(S(=O)(=O)N2CCCCC2)CC1 do in these assays?
TDP1 cell CPT: -8.7%; TDP1 cell noCPT: 4.0%; TDP1 block: 1.3%

How did CCNc1ncc2nc(-c3cn(C)c4ccccc34)c(=O)n(Cc3cccs3)c2n1 do in these assays?
TDP1 cell CPT: -26.0%; TDP1 cell noCPT: -7.1%

What do the screens show for `CCn1c(SCC(=O)NCC2CCCO2)nc2c(c1=O)SCC2` (stereo not given)?
TDP1 cell CPT: 5.7%; TDP1 cell noCPT: 6.9%; TDP1 block: 1.2%

Results for CC(C)C12CN3CC(C(C)C)(CN(C1)C3c1ccc3c(c1)OCO3)C2=O (stereo not given) ?
TDP1 cell CPT: inconclusive; TDP1 cell noCPT: inconclusive; TDP1 block: 5.6%

What do the screens show for `Cc1ccc(C(=O)NCCc2n[nH]c(=S)n2C)cc1`?
TDP1 cell CPT: -11.1%; TDP1 cell noCPT: 6.1%; TDP1 block: -8.1%

What do the screens show for `CCOc1ccccc1C(=O)NCCCn1ccnc1`?
TDP1 cell CPT: 4.3%; TDP1 cell noCPT: -10.6%; TDP1 block: 2.1%

What do the screens show for `O=C(CN(CC1CCCO1)C(=O)CNS(=O)(=O)c1ccc(F)cc1)NC1CCCCC1` (stereo not given)?
TDP1 cell CPT: 0.5%; TDP1 cell noCPT: inconclusive

Results for CCN(CC(=O)Nc1cc(Cl)ccc1C)C(=O)Cn1c(=O)cnc2ccccc21 ?
TDP1 cell CPT: 18.2%; TDP1 cell noCPT: 4.6%; TDP1 block: -2.7%

What do the screens show for `Cc1cc(C)c2c(c1)C(=O)/C(=C/c1ccc(C(=O)O)cc1)CC2`?
TDP1 cell CPT: -16.0%; TDP1 cell noCPT: -15.1%; TDP1 block: 4.4%

Filtered by structure: those above with an NH in an aromatic ring
Results for CC(C)Cc1[nH]c(=O)c(C#N)c2c1CCCC2 ?
TDP1 cell CPT: -3.3%; TDP1 cell noCPT: -14.0%; TDP1 block: 4.4%

What do the screens show for `Cc1ccc2ccccc2c1C(O)c1ncc(-c2cccc(F)c2)[nH]1` (stereo not given)?
TDP1 cell CPT: inconclusive; TDP1 cell noCPT: inconclusive

What do the screens show for `CCCCc1n[nH]c(=S)n1Cc1ccc(C)cc1`?
TDP1 cell CPT: 8.1%; TDP1 cell noCPT: -8.5%; TDP1 block: 4.8%

What do the screens show for `Cc1ccc(C(=O)NCCc2n[nH]c(=S)n2C)cc1`?
TDP1 cell CPT: -11.1%; TDP1 cell noCPT: 6.1%; TDP1 block: -8.1%

Other compounds:
How did O=C1CC(C(=O)Nc2cccc3ccccc23)C2(CCCC2)O1 (stereo not given) do in these assays?
TDP1 cell CPT: -2.0%; TDP1 cell noCPT: 1.1%; TDP1 block: 2.1%

How did COc1ccc(/C=N/NC(=O)CCn2cnc(-c3ccccc3)c2-c2ccccc2)cc1OC do in these assays?
TDP1 cell CPT: 5.17µM*; TDP1 cell noCPT: 6.51µM*; TDP1 block: -2.7%

How did CCCCn1c(NCc2ccc3c(c2)OCO3)nc2ccccc21 do in these assays?
TDP1 cell CPT: inconclusive; TDP1 cell noCPT: 25.9µM*; TDP1 block: 2.6%

What do the screens show for `COc1ccc(NS(=O)(=O)c2ccc(NC(=O)C(C)(C(F)(F)F)C(F)(F)F)cc2)nn1`?
TDP1 cell CPT: 7.4%; TDP1 cell noCPT: 7.0%; TDP1 block: 8.7%

How did Cc1csc(=O)n1CC(=O)OCc1nnc(-c2ccc(Cl)cc2)o1 do in these assays?
TDP1 cell CPT: -9.2%; TDP1 cell noCPT: -3.3%

What do the screens show for `O=c1[nH]c2ccc(Cl)cc2c(-c2ccccc2)c1SC(=S)N1CCOCC1`?
TDP1 cell CPT: inconclusive; TDP1 cell noCPT: inconclusive; TDP1 block: 6.8%

How did COc1cc(CC(=O)OCC(=O)c2ccc3c(c2)OCCO3)cc(OC)c1OC do in these assays?
TDP1 cell CPT: 1.3µM*; TDP1 cell noCPT: 1.3µM*; TDP1 block: 5.7%

What do the screens show for `CCCn1c(C)cc(C(=O)COC(=O)c2ccc[nH]c2=O)c1C`?
TDP1 cell CPT: -25.8%; TDP1 cell noCPT: inconclusive; TDP1 block: -5.5%

How did O=C(Nc1ccc(F)cc1)c1ccc(S(=O)(=O)NCC2CCCO2)cc1 (stereo not given) do in these assays?
TDP1 cell CPT: 18.4µM*; TDP1 cell noCPT: 13µM*; TDP1 block: 2.1%

What do the screens show for `CCc1nnc(NC(=O)c2cccc(S(=O)(=O)N3CCN(C(C)=O)CC3)c2)s1`?
TDP1 cell CPT: 0.5%; TDP1 cell noCPT: 0.6%; TDP1 block: 0.3%

How did C(=N\Nc1ccc(-n2ccnc2)nn1)/c1ccccc1 do in these assays?
TDP1 cell CPT: inconclusive; TDP1 cell noCPT: -16.7%; TDP1 block: 4.5%

Results for CN(C)c1ccc(C=c2c3ccccc3n3c2c2ccccc2[n+]3C)cc1 ?
TDP1 cell CPT: 1.16µM*; TDP1 cell noCPT: 1.46µM*

What do the screens show for `CCSc1nc2ccccc2n1CC(=O)O`?
TDP1 cell CPT: -8.4%; TDP1 cell noCPT: -9.0%; TDP1 block: -2.8%

How did Cc1ccc(C)c(Nc2c([N+](=O)[O-])cc(C(=O)N3CC(=O)Nc4ccccc43)cc2[N+](=O)[O-])c1 do in these assays?
TDP1 cell CPT: inconclusive; TDP1 cell noCPT: inconclusive; TDP1 block: 11.9%

How did O=C1CCN(S(=O)(=O)c2ccc(Cl)cc2)CC1 do in these assays?
TDP1 cell CPT: -14.2%; TDP1 cell noCPT: 20.9%; TDP1 block: 1.8%

What do the screens show for `CCN(Cc1ccncc1)Cc1ccc2c(c1)CN(C(=O)c1ccc(C)cc1)CCO2`?
TDP1 cell CPT: 7.6%[9.04 µM]; TDP1 cell noCPT: inconclusive

What do the screens show for `COc1ccccc1NC(=O)C(C)Sc1nc(-c2ccccc2)cn1N` (stereo not given)?
TDP1 cell CPT: inconclusive; TDP1 cell noCPT: -27.2%; TDP1 block: 4.9%

Results for COc1ccc(OC)c2sc(NC(=O)C3CC3)nc12 ?
TDP1 cell CPT: 1.0%; TDP1 cell noCPT: -28.0%; TDP1 block: 3.9%

What do the screens show for `CC(C)c1nnc(SCC(=O)NC2CCCCC2)n1C`?
TDP1 cell CPT: 14.1%; TDP1 cell noCPT: 10.8%; TDP1 block: 2.2%

How did CSc1ccccc1NC(=O)c1c(Br)cnn1C do in these assays?
TDP1 cell CPT: -18.6%; TDP1 cell noCPT: inconclusive; TDP1 block: 1.4%

Results for CCOC(=O)C1CCN(C(=O)C2CCN(S(=O)(=O)c3ccc4c(c3)CC(C)N4C(C)=O)CC2)CC1 (stereo not given) ?
TDP1 cell CPT: inconclusive; TDP1 cell noCPT: -25.8%; TDP1 block: 1.6%

How did O=C(N=Nc1c(O)n(C2OC(=O)c3ccccc32)c2ccccc12)c1ccc(O)cc1 (stereo not given) do in these assays?
TDP1 cell CPT: inconclusive; TDP1 cell noCPT: inconclusive; TDP1 block: 2.9%

What do the screens show for `CCOc1ccc2c(c1)c(N=NC(N)=S)c(O)n2C`?
TDP1 cell CPT: -4.8%; TDP1 cell noCPT: 6.5%; TDP1 block: 5.0%

How did COc1cccc(C(=O)NC2CCN(CC(=O)Nc3cccc(C)c3C)CC2)c1 do in these assays?
TDP1 cell CPT: -16.8%; TDP1 cell noCPT: inconclusive; TDP1 block: -7.7%

What do the screens show for `COc1ccc(NC(=O)COC(=O)c2ccc3ccccc3n2)c(OC)c1`?
TDP1 cell CPT: -0.7%; TDP1 cell noCPT: 1.5%; TDP1 block: -2.3%

What do the screens show for `CCN(CC)C(=O)C(C)N(C#N)c1nc(C)cc(C)n1` (stereo not given)?
TDP1 cell CPT: 7.3%; TDP1 cell noCPT: -3.5%; TDP1 block: 5.5%

How did Cc1noc(C(=O)Nc2ccc(F)c(Cl)c2)c1Cl do in these assays?
TDP1 cell CPT: -7.0%; TDP1 cell noCPT: -10.1%

Assay outcomes deposited in PubChem by National Center for Advancing Translational Sciences (NCATS).
